Rin1 Abl inh: inhibitors of human Rin1-Abl protein interaction. TR-FRET Rin1/Abl binding, biochemical. inhibition, % at 7.35 µM. hit rate 0.4% among 360,000. AID 588664; in the data active = inhibition above about 5%, passing the limit was not always enough
NadD inh: NadD (S. aureus) enzyme inhibition. inhibition, % at 20 µM. AID 602399. purified NadD enzyme, colorimetric absorbance read-out. hit rate 0.78% among 360,000; in the data active = inhibition above about 26%; note: some compounds past the cut are filed as inactive
LMPTP inh: blocks human LMPTP phosphatase; P24666; recombinant LMPTP-A, OMFP fluorogenic substrate, fluorescence intensity; inhibition, % at 20 µM; hit rate 0.22% among 360,000;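 active = compounds that cut the enzyme signal by at least half of the control window in the single-dose screen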;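 note: plate controls were DMSO wells with enzyme plus substrate for no effect and substrate without enzyme for full effect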
Target sequence (P24666 whole entry, looked up): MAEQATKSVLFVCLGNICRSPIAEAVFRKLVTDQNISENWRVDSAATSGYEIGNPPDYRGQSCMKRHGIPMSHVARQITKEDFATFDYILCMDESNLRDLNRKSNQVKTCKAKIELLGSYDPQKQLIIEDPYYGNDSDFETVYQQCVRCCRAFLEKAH
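Test system: LMPTP-A phosphatase enzyme; input: 0.625 nM LMPTP-A final; reagent: OMFP substrate, 400 µM final; compound dosing: 20 µM single dose, 3% DMSO; incubation: 50 min dark incubation at room temperature; measured by: endpoint fluorescence intensity from OMFP dephosphorylation; measure: % inhibition relative to no-enzyme and uninhibited control wells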
SUMO1-SIM PPI: alters human SUMO1 binding to SIM partners; hit rate 0.33% among 360,000; SUMO1 binding to a labelled peptide, TR-FRET, 1 h; inhibition, % at 20 µM; P63165; AID 602429; in the data active = inhibition above about 37%
Target sequence (P63165 whole entry, looked up): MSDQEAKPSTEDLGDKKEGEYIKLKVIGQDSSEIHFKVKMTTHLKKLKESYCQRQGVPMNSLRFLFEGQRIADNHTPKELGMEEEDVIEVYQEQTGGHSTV
STEP block: blocks human striatal-enriched tyrosine phosphatase; P54829; recombinant STEP, OMFP fluorogenic substrate, fluorescence; inhibition, % at 20 µM; hit rate 0.25% among 360,000;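 active = inhibition at 20 µM, scaled per plate between control wells, above about 37%, limit read from the data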;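 note: 0% = DMSO with enzyme and substrate and 100% = substrate only without enzyme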
Target sequence (P54829 whole entry, looked up): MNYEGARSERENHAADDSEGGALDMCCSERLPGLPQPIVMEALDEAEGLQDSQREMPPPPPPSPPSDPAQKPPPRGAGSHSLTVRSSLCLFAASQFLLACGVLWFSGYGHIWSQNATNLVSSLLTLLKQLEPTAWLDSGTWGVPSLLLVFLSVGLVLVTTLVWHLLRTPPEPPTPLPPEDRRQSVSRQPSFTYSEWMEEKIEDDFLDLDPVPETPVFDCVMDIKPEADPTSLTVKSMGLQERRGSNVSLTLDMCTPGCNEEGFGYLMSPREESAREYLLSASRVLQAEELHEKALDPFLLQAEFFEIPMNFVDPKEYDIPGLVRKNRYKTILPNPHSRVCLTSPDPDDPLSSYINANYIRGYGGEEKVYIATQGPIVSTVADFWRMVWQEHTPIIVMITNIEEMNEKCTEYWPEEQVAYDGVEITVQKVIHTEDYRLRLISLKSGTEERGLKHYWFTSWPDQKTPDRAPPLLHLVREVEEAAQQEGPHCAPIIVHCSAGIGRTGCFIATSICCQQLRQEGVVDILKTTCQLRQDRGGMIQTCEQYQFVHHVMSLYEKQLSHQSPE
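Test system: STEP tyrosine phosphatase / Reagent: OMFP at 25 µM / Doses: 20 µM, 1% DMSO / Read-out: percent inhibition scaled to no-enzyme and uninhibited-enzyme controls, plate-pattern corrected / Detection: FITC-channel fluorescence of OMFP product / Medium: Bis-Tris buffer pH 6.0, 2.5 mM DTT, 0.005% Tween 20 / Schedule: 20 min at room temperature, dark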
Rpn11 inh: inhibitors of human proteasome Rpn11 | human 26S proteasome, Ub4-pepOG fluorescence polarization; 20S core pre-blocked with epoxomicin | calls only at 20 µM | hit rate 0.59% among 360,000 | AID 588493 | O00487;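 active = inhibition at 20 µM, scaled to each plate's controls, above about 33%, limit read from the data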
CSN deneddyl inh: CSN deneddylation inhibition; hit rate 0.38% among 360,000; AID 651999; Q92905; Purified CSN, SCF-Nedd8-OG deneddylation, fluorescence polarization; inhibition, % at 12.5 µM;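 active = pattern-corrected inhibition above about 35%, with an unprinted fluorescence ratio check between 0.5 and 1.5, limit read from the data, passing the limit was not always enough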;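 note: 0% = enzyme with substrate and 100% = substrate without enzyme; some results filed as inactive read as strong as hits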
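test system = HEK293T-derived human Csn5 enzyme | amount = 0.24 nM Csn5 enzyme, final concentration | medium = Tris/NaCl/DTT buffer, pH 7.5 | schedule = 90 min reaction at room temperature | signal = FP | evaluation = inhibition of Csn5 cleavage, % | compound dosing = single dose of 12.5 µM compound with 0.25% DMSO | probe or stimulus = 10 nM SCFSkp2-Nedd8OG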
Neddylation inh: blocks human cullin neddylation | P61081+Q13564 | TR-FRET cullin neddylation, biochemical | calls only at 25 µM | hit rate 0.58% among 360,000; in the data active = inhibition above about 36%
DNMT1 inh: inhibitors of human DNMT1. P26358. DNMT1 molecular beacon, Hinp1I cleavage, fluorescence. inhibition (reported as % activation of signal), % at 10 µM. hit rate 0.83% among 360,000. AID 588458; in the data active = inhibition above about 50%
Scp1 inh: Scp-1 (human) phosphatase inhibition; Recombinant Scp1, phosphopeptide, malachite green phosphate absorbance; inhibition, % at 20 µM; hit rate 0.88% among 340,000;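 active = inhibition above about 50% at 20 µM, limit read from the data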;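 note: plate controls were DMSO wells with enzyme for no effect and wells lacking enzyme for full effect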
Target sequence (Q9GZU7 76-261 limits assumed): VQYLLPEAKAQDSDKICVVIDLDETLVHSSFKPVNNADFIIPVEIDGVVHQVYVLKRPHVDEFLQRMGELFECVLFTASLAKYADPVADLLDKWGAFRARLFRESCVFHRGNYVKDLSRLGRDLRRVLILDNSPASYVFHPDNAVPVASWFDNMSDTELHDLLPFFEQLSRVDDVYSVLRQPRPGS
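assay system = SCP-1 phosphatase catalytic domain, residues 76-261 | buffer or medium = 50 mM Tris acetate pH 5.5, 0.005% Tween-20, 10 mM MgCl2 | incubation = enzyme reaction 45 min at room temperature, colour 5 min, stabilisation 30 min | signal = Phosphate-binding colour reagent, absorbance read at 630 nm | measure = % inhibition at 20 µM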
An asterisk follows results filed as active; i = inactive; · = not tested or not shown; + = active, no number; & = joins results of further samples.

compound,Rin1 Abl inh,NadD inh,LMPTP inh,SUMO1-SIM PPI,STEP block,Rpn11 inh,CSN deneddyl inh,Neddylation inh,DNMT1 inh,Scp1 inh
O=C(CNS(=O)(=O)c1ccc(Cl)cc1)NC1CCCCC1,0.1,-0.6,-1.6,3.9,-3.5,i,-5.6,i,2.6,-7.9
O=C1N=C(N2CCOCC2)S/C1=C\c1ccc(OS(=O)(=O)c2ccccc2)cc1,2.5,-1.3,0.2,-21.6,2.4,i,-1.6,i,-2.0,-4.0
O=S(=O)(c1ccccc1)c1nc(-c2ccc(Cl)cc2)oc1NCCCN1CCOCC1,-1.2,-6.6,-2.5,-9.2,-0.5,i,1.7,i,-7.7,-0.8
COC(=O)/C(=N/Nc1ccc(C)cc1)N1CCCc2ccccc21,4.7,-3.5,1.9,-1.1,0.2,i,-2.9,i,-2.1,-2.7
COc1cccc(CNS(=O)(=O)c2cc3c4c(c2)CCC(=O)N4CCC3)c1,1.0,-4.8,1.0,4.4,0.2,i,4.1,i,2.9,1.3
NNC(=O)c1cc2cc(OC(F)(F)F)ccc2[nH]1,-1.0,2.0,-1.3,3.0,-0.2,i,0.2,i,2.4,-12.8
CSc1cccc(CN(C)C(=O)C2CCC(=O)N(CCCN3CCCC3=O)C2)c1 (stereo not given),3.6,-1.1,0.4,-1.0,-1.3,i,1.6,i,1.8,-3.1
C=CCn1c(CSc2nc3ccccc3s2)nnc1SCC(=O)OCC,1.3,0.2,-0.8,-2.9,0.5,i,-3.5,i,0.9,-1.3
CCOC(=O)CNC(=O)CSc1nnc(C)c(=O)[nH]1,-0.3,1.3,-0.9,-3.7,0.3,i,-11.2,i,17.7,-4.1
Cc1ccc(S(=O)(=O)CC(=O)Nc2nc3ccccc3s2)cc1,-3.6,-3.6,0.0,4.6,-0.7,i,0.9,i,2.2,0.9
Cc1ccc(Nc2nc(N)c([N+](=O)[O-])c(NCCO)n2)cc1,-3.4,-0.1,-0.5,-6.9,-1.8,i,-0.1,i,1.3,-7.0
COC(=O)C=C1CCC2C3CCC4=CC(=O)C(Br)CC4(C)C3C(=O)CC12C (stereo not given),-1.3,-3.1,-0.6,-2.5,1.2,i,1.0,i,4.1,38.8
Cc1cc(C)nc(NS(=O)(=O)c2ccc(NC(=S)NC(=O)C3CCCC3)cc2)n1,-1.1,-0.6,0.3,-3.9,-0.6,i,-1.4,i,-2.4,-1.1
Cc1c(Cl)cccc1Nc1ncccc1C(=O)O,-1.7&0.6,1.4&0.9,-5.1&-0.6,3.4&2.3,3.8&1.7,i,5.9&-3.8,i,-4.3&-4.3,-11.7&-9.0
Cc1ccccc1NC(=O)NC1CCCCC1C (stereo not given),2.2,-4.4,-1.6,-2.3,-1.3,i,2.9,i,4.6,4.5
COC(=O)c1ccc(-c2noc(CN(Cc3nccn3C)C(C)C)n2)cc1,0.5,4.1,0.0,-1.3,1.4,i,3.6,i,-2.5,-5.2
Cc1ccc(Nc2nc(Oc3ccc(OCc4ccccc4)nn3)nc(N3CCOCC3)n2)cc1,0.0,1.0,4.8,17.5,-0.8,i,2.5,i,-8.3,-13.1
CC1=[N+](C)c2c(ccc3cccnc23)C1(C)C,0.7,12.1,5.2,4.0,-0.3,i,21.7,i,-8.9,-1.4
CCOC(=O)C(=N/O)/C(C)=N/NC(=O)C(=O)Nc1cc(Cl)ccc1Cl,0.0,-0.4,0.5,3.0,50.7*,i,3.5,i,-6.2,-6.9
CCCOc1ccc(CSc2nnc(CCC)n2N)cc1,0.4,-1.8,-2.3,6.0,-0.7,i,-1.1,i,1.4,-3.2
CC(C)COC(=O)N(C)C[C@@H]1OCc2cnnn2CCCC(=O)N([C@H](C)CO)C[C@@H]1C,4.1,3.4,-0.9,4.3,0.2,i,1.0,i,5.6,·
C=C1CCN([C@@H](CC(C)C)C(=O)NCCC(C)C)S(=O)(=O)c2ccccc21,0.8,-1.8,2.1,0.3,-1.5,i,-5.5,i,4.3,2.9
CCC(C)(C)n1nnnc1C(c1ccccc1)N1CCc2ccccc2C1 (stereo not given),0.9,-4.9,0.2,-1.3,4.8,i,-2.2,i,-4.6,-0.3
COc1ccc(/C(C)=N/NC(=O)Cc2ccc(Cl)cc2)cc1,-0.1,-1.9,24.4,-2.1,-1.8,i,7.3,i,23.4,4.5
Cc1cc(C)n2nc(CC(=O)NNC(=O)c3ccccc3Cl)nc2n1,-3.2,-5.3,-0.2,1.0,-3.4,i,2.9,i,-0.8,4.0
O=C(O)CC1CCC1CC(=O)O (stereo not given),3.7,3.6,-0.1,3.5,-4.0,i,3.6,i,12.9,12.1
CCCn1nc(C(=O)NCC2COc3ccccc3O2)c2ccccc2c1=O (stereo not given),4.2,-6.2,0.5,6.3,0.1,i,2.4,i,-2.6,-10.2
Cc1ccc(CC(=O)Nc2ccc(F)c([N+](=O)[O-])c2)cc1,-2.1,-0.4,-1.9,-1.3,0.8,i,-3.8,i,0.0,-9.6
COc1ccc(/C=C(/NC(=O)c2ccc(Br)cc2)C(=O)N2CCOCC2)cc1,-4.6,2.5,-0.9,-0.3,-0.3,i,0.9,i,-1.5,0.0
O=[N+]([O-])c1ccc(C=NNc2ccccc2)cc1,-0.6,-0.3,4.0,-55.6,-1.4,+,21.3,i,-10.2,0.0
N#C/C(=C\c1cccnc1)C(=O)Nc1cccc(Cl)c1,-4.9,2.2,-2.5,-4.2,0.7,i,7.5,i,-1.4,3.8
COc1ccc(S(=O)(=O)N2CCOCC2)cc1NC(=O)c1ccc(S(=O)(=O)N(C)c2ccccc2OC)cc1,2.1,-1.4,0.3,0.1,-1.4,i,-2.5,i,-7.2,-12.7
c1ccc2cc(CNCc3cccc4ccccc34)ccc2c1,-3.3,-3.9,0.2,-1.6,1.0,i,-2.8,i,1.4,6.5
COc1ccccc1CNc1nc2cc(-c3ccccc3C)sc2c(=O)n1C,-3.5,5.5,4.2,-78.0,0.6,i,-0.4,i,-11.1,·
Cc1ccc2c(c1)c1c3n2CCN(CC(O)CNC(C)C)C3CCC1 (stereo not given),-2.8,0.9,-1.0,-40.6,-2.2,i,3.4,i,-4.0,-5.0
O=[N+]([O-])c1ccc2c([N+](=O)[O-])ccc3c2c1CC3,-1.7,23.1,31.2,-17.9,4.3,i,-3.3,i,72.9*,·
CC1CCN(C(=S)NC2CCCCC2)CC1,2.3,2.2,-1.1,-0.5,-0.2,i,4.0,i,3.8,-3.6
C/C(=N\NC(=O)c1ccco1)c1cc2ccccc2o1,0.8,-1.3,-0.7,-8.9,1.9,i,1.6,i,-1.1,-7.6
COC(=O)c1ccc(CNC(=O)c2ccc(S(=O)(=O)N(C)c3ccccc3OC)cc2)cc1,1.1,-15.9,-1.1,-1.2,1.1,i,-2.1,i,-4.2,-4.8
CC1CC(C)CN(CCCNS(=O)(=O)c2ccc3c(c2)CCN3C(=O)C2CC2)C1 (stereo not given),-3.1,-5.9,-0.6,0.1,-0.3,i,-2.9,i,1.3,-4.7
CCCc1cc(=O)oc2cc(OCC(=O)NCc3cccs3)ccc12,2.2,-1.8,1.9,-4.0,-1.6,i,7.9,i,3.7,-4.0
CC1(c2ccc(Cl)cc2)NC(=O)N(CC(=O)Nc2ccc(F)cc2)C1=O (stereo not given),4.5,-3.6,1.2,-4.7,-3.2,i,0.4,i,0.5,-7.5
COc1ccc(Br)cc1C(=O)N/N=C/c1cccnc1,-0.6,-6.3,-0.7,-5.2,-0.7,i,5.3,i,3.6,-6.0
O=C(Nc1c(C(=O)N2CCOCC2)cnn1-c1ccccc1Cl)c1ccco1,-3.2,-4.5,-1.5,2.2,-0.3,i,5.5,i,3.6,-5.6
COC(=O)c1ccsc1NC(=O)CN1CCN(c2ccc(F)cc2)CC1,-1.8,-2.8,2.9,-1.7,1.6,i,4.9,i,-4.3,-8.5
COc1ccc(CC(=O)OCC(=O)NCc2ccc(C)cc2)cc1OC,2.3,-4.2,-3.0,-2.0,-4.7,i,4.5,i,4.0,0.0
COc1cccc2cc(C(=O)N3CCC(C)CC3)c(=O)oc12,0.4,-1.6,-1.0,-1.0,1.8,i,-6.9,i,2.7,-4.2
COC(=O)c1ccccc1N(C)C(=O)C12CCC(C)(C(=O)O1)C2(C)C (stereo not given),2.8,-5.1,0.3,-2.3,2.6,i,0.0,i,4.0,4.6
O=c1[nH]c2cc(Cl)cc([N+](=O)[O-])c2c2ccc(Cl)cc12,-4.4,5.8,6.7,3.2,1.3,i,0.9,i,3.2,·
CCN1CCN(CC(=O)c2ccc(C)cc2)CC1,5.2,-0.3,-3.4,-1.1,0.1,i,-2.2,i,1.2,-6.8
CCOC(=O)c1c(C)[nH]c(C(=O)COC(=O)COc2ccccc2C=O)c1C,-0.5,-0.4,0.5,-2.7,-2.5,i,6.5,i,-4.7,-9.0
COc1cccc(NC(=O)Cn2cnc3sc(C)c(S(=O)(=O)N4CCCCC4)c3c2=O)c1,5.2,5.9,0.8,0.6,-4.0,i,1.2,i,-0.4,0.2
COC(=O)C1=C(N)Oc2cc(C)n(CC3CCCO3)c(=O)c2C1c1ccc(Cl)cc1 (stereo not given),-0.3,0.4,1.5,-3.0,3.2,i,3.8,i,1.2,2.6
CS(=O)(=O)c1ccc2nc(NC(=O)Nc3ccc(Cl)cc3)sc2c1,-4.2,11.6,1.9,3.6,9.5,i,4.6,i,32.1,36.5
COc1ccccc1/C=C/C(=O)OCC(=O)NCc1ccc2c(c1)OCO2,5.5,-7.5,0.4,-5.5,0.3,i,0.6,i,-2.2,-2.2

Some of these compounds in order of their number in Scp1 inh, rising:
compound,Rin1 Abl inh,NadD inh,LMPTP inh,SUMO1-SIM PPI,STEP block,Rpn11 inh,CSN deneddyl inh,Neddylation inh,DNMT1 inh,Scp1 inh
CCOC(=O)c1c(C)[nH]c(C(=O)COC(=O)COc2ccccc2C=O)c1C,-0.5,-0.4,0.5,-2.7,-2.5,i,6.5,i,-4.7,-9.0
CCN1CCN(CC(=O)c2ccc(C)cc2)CC1,5.2,-0.3,-3.4,-1.1,0.1,i,-2.2,i,1.2,-6.8
COc1ccccc1/C=C/C(=O)OCC(=O)NCc1ccc2c(c1)OCO2,5.5,-7.5,0.4,-5.5,0.3,i,0.6,i,-2.2,-2.2

Screens from PubChem.
